Diaph act CS = diaphorase activation or chemical reduction counter-screen | Diaphorase/resazurin coupled assay, resorufin fluorescence, 16 min; hits give high values; 1 = vehicle wells, 0 = NADH-free wells | 0.005% of 190,000 active | activation factor at 20 µM;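 active = diaphorase activity raised at least twofold by the compound at 20 µM; inactive = activation factor below 2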
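System – purified diaphorase enzyme from Clostridium kluyveri · Input – enzyme 0.07 U/mL final · Also added – final NADH 0.114 mM, resazurin 0.1 mM · Measured by – fluorescence of resorufin, 544 nm excitation, 590 nm emission · Timing – 16 min enzyme reaction, ambient temperature · Measure – resorufin increase flagging diaphorase activators or reducers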
PMI act = phosphomannose isomerase (human) activation. P34949. purified human PMI, coupled resazurin fluorescence, 20 min; hits give high values; 1 = vehicle control, 0 substrate-free wells. activation factor at 20 µM. 0.005% of 190,000 active. AID 1214;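 active = activation factor of 2 or more at 20 µM, relative to plate controls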
Target sequence (P34949 whole entry, looked up): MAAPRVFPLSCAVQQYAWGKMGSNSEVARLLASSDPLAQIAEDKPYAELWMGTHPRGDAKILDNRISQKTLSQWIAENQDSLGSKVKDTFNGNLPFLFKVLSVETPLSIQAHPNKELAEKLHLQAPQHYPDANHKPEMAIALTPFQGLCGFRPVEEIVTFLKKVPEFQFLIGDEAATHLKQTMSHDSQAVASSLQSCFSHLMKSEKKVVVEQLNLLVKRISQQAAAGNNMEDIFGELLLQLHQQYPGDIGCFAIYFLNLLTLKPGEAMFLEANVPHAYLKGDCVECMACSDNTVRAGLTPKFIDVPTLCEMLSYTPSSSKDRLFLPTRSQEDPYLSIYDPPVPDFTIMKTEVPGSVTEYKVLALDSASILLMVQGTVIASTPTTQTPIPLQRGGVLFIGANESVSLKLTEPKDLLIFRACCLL
Diaphorase inh = diaphorase inhibition or chemical oxidation counter-screen; diaphorase resazurin-to-resorufin fluorescence, NADH, 16 min; bacterial (C. kluyveri) enzyme, not human; inhibition, % at 20 µM; 0.69% of 190,000 active; AID 1217;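 active = primary screen inhibition at 20 µM above a set limit, cut at about 50% in these data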;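 note: plate controls were DMSO with full reaction for no effect and wells lacking NADH for full effect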
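Assay system: diaphorase enzyme from Clostridium kluyveri. Quantity: enzyme working solution with 0.14 U/mL diaphorase. Schedule: reaction incubation of 16 min at room temperature. Technique: resorufin fluorescence, excitation 544 nm, emission 590 nm. Controls: No-NADH positive control and DMSO neutral control.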
RAM network inh = inhibitors of the yeast RAM network; AID 868; inhibition, % at 50 µM; 1.8% of 190,000 active; S. cerevisiae dse1pr::URA3 reporter, 5-FOA growth OD615, 2 d; analog-sensitive cbk1-as2 kinase mutant strain;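 active = inhibition above a set limit, 3 SD over mean compound inhibition, cut at about 8.4% in these data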;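 note: 0% = DMSO-only wells with no growth and 100% = 10 µM 1-NA-PP1 full growth; inhibition rescues growth on 5-FOA so higher OD means more RAM inhibition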
TLR4-MyD88 BLA = inhibitors of human TLR4-MyD88 binding | inhibition, % at 8.4 µM | HeLa CL3-4 TLR4/MyD88 BLA complementation, FRET ratio | 0.18% of 200,000 active | AID 861; in the data active = inhibition above about 25%;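 note: 0% = vehicle and 100% = reference inhibitor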
Redox H2O2 prof = compounds producing H2O2 with reducing agent – biochemical, NIH compound library profiling, artefact control for MLSCN library redox annotation, primary screen; DTT-dependent redox cycling H2O2, phenol red/HRP absorbance; 100% = 100 µM peroxide control, 0% = buffer; activation, % at 10 µM; 0.03% of 200,000 active; AID 878;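 active = activation of at least 50% relative to the plate's high and low controls in the primary single-dose screen; inactive = activation below 50%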;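 note: compound incubated with DTT at 0.8 mM final as the reducing agent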
S1P3 antag = antagonists of human S1P3 receptor. 0.27% of 170,000 active. inhibition, % at 4.98 µM. Q99500. AID 485. CHO S1P3 NFAT-BLA reporter, FRET fluorescence, antagonist mode;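 active = inhibition above the plate cutoff, the mean inhibition of test wells on that plate plus 3 SD, cut at about 28% in these data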;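 note: cells challenged with S1P at its EC80 of 0.8 µM; blue over green emission ratio from cleaved BLA substrate after 4 h stimulation; 0% = S1P-stimulated wells and 100% = unstimulated DMSO-only wells; some compounds past the cut are filed as inactive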
Target sequence (Q99500 whole entry, looked up): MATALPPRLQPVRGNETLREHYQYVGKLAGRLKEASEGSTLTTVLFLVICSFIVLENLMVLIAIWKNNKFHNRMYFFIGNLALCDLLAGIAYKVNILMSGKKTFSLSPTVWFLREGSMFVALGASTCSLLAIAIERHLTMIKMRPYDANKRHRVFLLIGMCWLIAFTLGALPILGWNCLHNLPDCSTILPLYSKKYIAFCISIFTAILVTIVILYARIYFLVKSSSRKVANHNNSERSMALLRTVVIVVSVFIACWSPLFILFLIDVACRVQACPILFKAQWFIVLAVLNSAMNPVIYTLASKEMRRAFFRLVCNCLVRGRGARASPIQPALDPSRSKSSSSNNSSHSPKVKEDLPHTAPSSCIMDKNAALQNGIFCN
G6PDH CS = counter-screen for G6PDH assay hits: L. mesenteroides G6PDH inhibition. Purified L. mesenteroides G6PDH, diaphorase/resazurin coupled fluorescence, 45 min. inhibition, % at 5 µM. 0.12% of 200,000 active. AID 1020
Hsp70 activator = Hsp70 transcriptional activation, primary screen; AID 1203; HeLa Hsp70 promoter luciferase reporter, luminescence; scaled: vehicle 0, proteasome-inhibitor control 100%; activation, % at 10 µM; 0.04% of 200,000 active;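 active = activation above the mean across all tested compounds plus 3 SD, cutoff set per campaign, cut at about 5.5% in these data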;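 note: 100% = MG132 at 30 µM as the positive control and 0% = DMSO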
PMI act hi M6P = PMI (human) activation, high substrate | P34949 | coupled PMI enzyme assay, resazurin fluorescence, 20 min; hits give high values; 1 = untreated enzyme, 0 = substrate-free blank | activation factor at 20 µM | 0.34% of 190,000 active;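 active = activation factor of 2 or more at 20 µM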
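Test system: human phosphomannose isomerase with PGI, G6PDH, diaphorase coupling enzymes; Amount: PMI at 15 ng/mL final; Reagent: Mannose-6-phosphate 1.0 mM (near-saturating) plus 0.22 mM NADP+; Timing: 20 min, room temperature; Technique: resorufin fluorescence at Ex 544/Em 590 nm; Dosing: 20 µM single dose.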
L major viab = reduces viability of Leishmania major promastigotes. 9% of 200,000 active. resazurin fluorescence viability. AID 1063. inhibition, % at 10 µM;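 note: promastigotes grown with compound for 44 hours at 28 °C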
* = called active by the depositor; x = no result given. Cut-off read from the data, not from the text of the source, unless noted: active = inhibition above about 50%; inactive = the rest.

Each structure is followed by: Diaph act CS | PMI act | Diaphorase inh | RAM network inh | TLR4-MyD88 BLA | Redox H2O2 prof | S1P3 antag | G6PDH CS | Hsp70 activator | PMI act hi M6P | L major viab
Nc1nnnn1CC(=O)N/N=C/c1cc([N+](=O)[O-])ccc1O
→ 0.7 | 1 | 28 | 2.0 | -12 | 2.4 | -7 | 18 | 0.2 | 1.3 | -7
O=C(Nc1ccccc1)c1cc(N2CCOCC2)nc2ccccc12
→ 0.9 | 1 | 10 | 1.7 | -8 | 0.0 | x | 1 | 0.2 | 1 | 12
Cc1cc(Cl)ccc1OC(C)C(=O)NCCCn1ccnc1 (stereo not drawn)
→ 1 | 1.1 | -3 | 1.6 | 4 | -0.5 | -17 | 6 | -0.1 | 1 | -3
CCOC(=O)c1[nH]c2ccccc2c1NC(=O)CC(C)(C)C
→ 0.8 | 1 | 15 | 0.5 | 6 | -1.2 | -2 | 15 | 0.0 | 0.9 | 1
COc1ccc(N2CCN(C(=O)c3ccc(NS(=O)(=O)c4ccc(F)cc4)cc3)CC2)cc1
→ 0.9 | 0.8 | 13 | 0.8 | 10 | -0.3 | 30 | 6 | 0.1 | 0.9 | 15
COc1ccc(C(=O)OCC(=O)NCc2ccco2)cc1OC
→ 0.9 | 1 | 13 | 0.7 | -6 | 0.5 | -20 | -27 | -0.2 | 1 | -4
OCCCNC(c1ccccc1)c1ccc(O)cc1 (stereo not drawn)
→ 0.9 | 1 | 11 | -0.1 | 0 | 3.0 | 9 | 3 | -0.2 | 1 | 2
CN=C1SC(C(=O)Nc2ccccc2Cl)CC(=O)N1c1ccc(OC(F)(F)Cl)cc1 (stereo not drawn)
→ 1 | 1 | 2 | 4.7 | -11 | 1.3 | -7 | -4 | 0.3 | 1 | -1
CC(=O)N/N=C/c1ccc(OCCOc2ccc(Br)cc2)cc1
→ 1 | 1.1 | -3 | 4.3 | -5 | -0.3 | 3 | 5 | -0.1 | 1.1 | 17
Cc1cccn2cc(CNS(=O)(=O)c3cccc(F)c3)nc12
→ 0.9 | 0.9 | 9 | 0.0 | -13 | -1.2 | x | 2 | -0.2 | 0.9 | -9
Cc1nc2ccccc2nc1SCC(=O)c1ccccc1
→ 1 | 0.9 | 2 | 3.6 | -2 | -0.2 | -5 | -17 | -0.3 | 1.1 | -2
CCOc1ccc(N(CC(=O)NC2CCCC2)S(=O)(=O)c2c(C)[nH]c(=O)[nH]c2=O)cc1
→ 0.9 | 1 | 7 | 0.2 | -12 | -0.7 | -15 | -13 | 0.4 | 1.1 | -6
CCc1ccccc1NC(=O)CSc1nnc(-c2ccncc2)o1
→ 0.9 | 1 | 14 | 3.2 | 1 | -1.7 | -6 | 5 | -0.2 | 1 | -7
CC1(C)NC(=O)N(CCOc2ccc3c(c2)CCC3)C1=O
→ 0.8 | 1 | 15 | 0.7 | -11 | -3.8 | -21 | 0 | -0.1 | 1 | -5
O=c1c2c3c(sc2nc2n1CCCC2)CCC3
→ 0.9 | 1 | 11 | 0.9 | -14 | -0.6 | x | 0 | -0.3 | 1 | 2
C=COC(=O)CSc1snc(SCC(=O)OC)c1C#N
→ 0.8 | 0.9 | 17 | 0.3 | -7 | 0.4 | -6 | 5 | -0.1 | 1 | -3
CC(C)(C)c1ccc(S(=O)(=O)NCc2ccc(C(=O)N3CCOCC3)cc2)cc1
→ 0.9 | 1 | 10 | 0.9 | 13 | 0.2 | x | -1 | -0.2 | 1 | -4
NS(=O)(=O)c1ccc(N=Nc2c(-c3ccccc3)[nH]n(-c3nc(-c4ccccc4)cs3)c2=O)cc1
→ 0.9 | 1 | 8 | 6.8 | -8 | 0.9 | -20 | -26 | -0.1 | 1.1 | 73*
Cc1cccc(C)c1NC(=O)Cn1c(CN2CCCCC2)nc2ccccc2c1=O
→ 1 | 1 | 4 | 1.4 | -17 | 0.5 | x | 3 | -0.3 | 1.1 | 2
Cc1ccc(N/N=C2\CC(=O)c3ccccc32)cc1Cl
→ 0.7 | 1.1 | 34 | 2.8 | 0 | 0.5 | -24 | 18 | -0.2 | 1.1 | 34

Additional results follow.
Each structure is followed by: Diaph act CS | PMI act | Diaphorase inh | RAM network inh | TLR4-MyD88 BLA | Redox H2O2 prof | S1P3 antag | G6PDH CS | Hsp70 activator | PMI act hi M6P | L major viab
CC(=O)c1ccc(COC(=O)c2ccccc2NC(=O)C(C)C)cc1
→ 0.9 | 0.9 | 8 | 0.8 | 0 | -0.5 | -2 | 2 | -0.2 | 1 | -6
COc1ccc(NC(=O)CC2SC(=O)NC2=O)cc1 (stereo not drawn)
→ 0.9 | 0.9 | 14 | 1.2 | -1 | 0.1 | -5 | 5 | -0.1 | 0.9 | -1
Cc1ccc(C)c(NC(=O)C(Sc2nc3ccccc3c(=O)n2CC(C)C)c2ccccc2)c1 (stereo not drawn)
→ 1 | 0.9 | 4 | 3.3 | 7 | 0.5 | -13 | 12 | -0.1 | 1 | 0
COc1cc(NC(=O)c2cc(C)on2)cc(OC)c1OC
→ 0.9 | 0.9 | 12 | 1.4 | 6 | -0.2 | -29 | 5 | -0.4 | 0.9 | -4
COc1cccc(-n2nnnc2SCC(=O)NC2CCCC2)c1
→ 0.9 | 0.9 | 5 | 2.1 | -8 | 0.7 | x | 5 | 0.0 | 1 | 34
CCCOc1nc(C)cc(COC)c1C(N)=O
→ 0.8 | 1 | 16 | 1.0 | 19 | 0.1 | -7 | 0 | -0.4 | 0.9 | -7
O=c1[nH]c(CN2CCc3ccccc32)nc2scc(-c3cccs3)c12
→ 0.9 | 1.3 | 9 | 1.4 | 8 | 0.1 | x | 8 | -0.4 | 1.6 | -3
O=C(c1ccccc1)N(Cc1nc2ccccc2c(=O)[nH]1)C1CCCCC1
→ 0.8 | 0.9 | 24 | -0.1 | -6 | -1.4 | 8 | 9 | -0.2 | 0.9 | -1
Cc1cc(N2CCCCC2)nc(N2CCCCC2)n1
→ 1.1 | 1.1 | -12 | -1.1 | 0 | 0.2 | -18 | 8 | 0.0 | 1 | 24
C(#Cc1ccccc1)C[N+]1(CC#Cc2ccccc2)CCCCC1
→ 0.8 | 1 | 16 | 0.9 | 24 | -0.4 | -4 | 10 | -0.3 | 0.9 | 100*
COc1ccc(-c2cc(C(N)=O)nc(N3CCCCCC3)n2)cc1
→ 0.9 | 1 | 15 | 8.2 | -7 | 0.0 | -3 | -1 | 0.0 | 0.9 | 9
O=C(NCCc1ccccc1)c1cccs1
→ 0.9 | 1.1 | 9 | 0.2 | 2 | -0.1 | x | 1 | 0.5 | 1 | -6
CCN(CC)CCCNC(=O)Cc1c(C(=O)O)n(C)c2ccccc12
→ 0.9 | 1 | 14 | 1.4 | -8 | 3.0 | -11 | 6 | -0.1 | 1 | -4
CCC(C)C(NC(=O)C1CCC(C)CC1)C(=O)NCCCN1CCCCC1CC (stereo not drawn)
→ 1 | 1.1 | 0 | 1.0 | -8 | -0.6 | -9 | 0 | -0.5 | 1 | 5
Cc1cccc(NC(=O)NC(=S)NC(=O)c2ccccc2)c1
→ 0.7 | 1 | 30 | 1.5 | -3 | -0.4 | 8 | 6 | -0.2 | 1 | 1
CCc1ccc(/C=C2\Oc3ccc(C(=O)OC)cc3C2=O)cc1
→ 0.9 | 1 | 10 | 8.1 | 2 | -0.1 | 11 | -24 | -0.4 | 1.1 | -8
CSc1ccccc1C(=O)N(C)Cc1ccccc1
→ 1 | 1 | 4 | 0.6 | 6 | 0.2 | -11 | 5 | 0.3 | 1 | -2
CCN(CC)C(=S)NC(=O)c1ccc(F)cc1
→ 1 | 1.1 | -1 | -0.2 | 7 | -0.7 | 10 | 5 | -0.2 | 1 | -2
CC1Cc2nc(SCC(=O)N3CCN(c4ccccc4)CC3)n(C)c(=O)c2S1 (stereo not drawn)
→ 0.7 | 0.8 | 32 | 2.1 | -7 | 1.3 | x | -36 | -0.2 | 0.8 | 6
CC(C)(C)NC(=O)CCN1CCOCC1
→ 0.8 | 1 | 17 | 1.6 | -13 | -1.9 | x | 2 | -0.1 | 1 | -3

(cont.)
Each structure is followed by: Diaph act CS | PMI act | Diaphorase inh | RAM network inh | TLR4-MyD88 BLA | Redox H2O2 prof | S1P3 antag | G6PDH CS | Hsp70 activator | PMI act hi M6P | L major viab
O=C(Nc1ccc(N2CCCCC2)cc1)c1cc([N+](=O)[O-])cc([N+](=O)[O-])c1
→ 1 | 1 | -4 | 3.3 | 1 | -0.3 | 4 | -4 | -0.3 | 1.1 | 66*
COC1(OC)C(=N/O)/C(=N\O)CCC1O (stereo not drawn)
→ 0.9 | 1.1 | 8 | 0.7 | 6 | 2.1 | -44 | 1 | -0.5 | 1 | -6
CCCN1CNC(=S)N(CC2CCCO2)C1 (stereo not drawn)
→ 1.1 | 1.2 | -14 | 1.5 | -1 | 0.1 | -13 | 13 | -0.2 | 1.1 | 16
C/C(=N\NC(=S)Nc1ccc(F)cc1)C1CC1
→ 1 | 0.7 | 3 | 0.9 | -9 | 0.7 | x | -1 | -0.1 | 1 | 9
N#CCCN(Cc1cccnc1)C(=O)Nc1cccc(Cl)c1
→ 0.8 | 1 | 17 | 0.7 | 2 | 0.0 | 24 | 0 | 0.0 | 1 | -2
COc1cccc(CN2CCN(c3ccc(F)cc3)C2=O)c1
→ 1.1 | 0.9 | -8 | -0.2 | 0 | -1.8 | 6 | 9 | -0.2 | 1 | 4
COCCNC(=O)C(c1cccs1)N(C(=O)Cn1nnc2ccccc21)c1ccc2c(c1)OCO2 (stereo not drawn)
→ 0.9 | 0.9 | 13 | 6.4 | 18 | 0.0 | -9 | 7 | -0.2 | 0.9 | -9
Cc1ccccc1CN1CCN(CC(=O)NCc2ccccn2)C1=O
→ 0.9 | 0.9 | 10 | 0.2 | -6 | -0.1 | 2 | -13 | -0.3 | 1 | -4
CCN1C(=O)N(CN2CCOCC2)C2C1N(CN1CCOCC1)C(=O)N2CC (stereo not drawn)
→ 1 | 1 | -3 | x | x | x | -21 | 17 | x | 1 | x
CCOC(=O)C1(Cc2ccc(OC)cc2)CCN(C(=O)c2ccc3[nH]ccc3c2)CC1
→ 0.7 | 0.9 | 30 | 1.2 | 12 | -0.7 | -10 | 4 | -0.2 | 1 | 7

Assay outcomes (PubChem BioAssay)

Compounds were not picked by outcome, and some 12% of all compounds hit somewhere here.
